Screening results: PubChem BioAssay, Southern Research Specialized Biocontainment Screening Center
Salmonella PhoP GFP: Inhibition of PhoP regulon, Salmonella typhi GFP reporter cells, confirmation, 4 h (AID 1850); 310,000 tested, 0.33% active; Salmonella Typhi PhoP-promoter GFP reporter, fluorescence, 4 h; higher % means a stronger effect; inhibition, % at 50 µM; hits with a dose series show IC50 in µM; in the data active means a potency from the dose series; inconclusive means inhibition mostly from about 25% at the one dose, without a potency; inactive means the rest, 99 in 100 with inhibition below about 19%;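 further: 0% = induced wells with vehicle and 100% = uninduced wells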
VEEV TC-83 Vero: inhibitors of VEEV TC-83 cytopathic effect, confirmation, Vero cells (AID 588727). Vero cells, VEEV TC-83 cytopathic effect inhibition; higher % means a stronger effect. inhibition, % at 20 µM, or IC50 in µM where a hit was titrated. 350,000 tested, 0.13% active; in the data active means a potency from the dose series; inconclusive means inhibition mostly from about 14% at the one dose, without a potency; inactive means the rest, 99 in 100 with inhibition below about 12%; further: strong numbers were not always called active
tuberculosis growth: growth inhibition of non-replicating M. tuberculosis (AID 488890); Mycobacterium tuberculosis non-replicating, growth inhibition; higher % means a stronger effect; inhibition, % at 25 µM; hits with a dose series show IC50 in µM; 320,000 tested, 0.39% active; in the data active means a potency from the dose series; inconclusive means inhibition mostly from about 82% at the one dose, without a potency; inactive means the rest, 99 in 100 with inhibition below about 76%;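 further: plate controls were DMSO cells for no effect and high antibiotic wells for full effect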
H37Rv inhibition: M. tuberculosis growth inhibition, HTS (AID 449762). inhibition, % at 25 µM; hits with a dose series show IC50 in µM. M. tuberculosis H37Rv growth inhibition, 7H9 media; higher % means a stronger effect. 330,000 tested, 0.59% active; in the data active means a potency from the dose series; inconclusive means inhibition above about 70% without an active follow-up result;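 further: bacterial growth assessed after seven days of incubation; strong numbers were not always called active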
H1N1 NS1A inhibition: H1N1 influenza NS1A inhibitors, functional cell based assay (AID 504329) | one-dose inhibition, % at 12.5 µM; IC50 in µM for titrated hits | NS1A functional cell-based assay, percent inhibition; higher % means a stronger effect | 340,000 tested, 0.3% active; in the data active means a potency from the dose series; inconclusive means inhibition above about 27% without an active follow-up result; further: strong numbers were not always called active
VEEV TC-83 Vero 10K pilot screen: recorded beside VEEV TC-83 Vero, whose call it bears; inhibition, %; measured here: 10K pilot screen inhibition
Starred values were filed as active, the others as inactive; i = inactive; ? = inconclusive; · = not tested or not shown.

SMILES	Salmonella PhoP GFP	VEEV TC-83 Vero	tuberculosis growth	H37Rv inhibition	H1N1 NS1A inhibition	others
C[C@H](CO)N1C[C@H](C)[C@@H](CN(C)S(=O)(=O)c2cn(C)cn2)Oc2c(NS(=O)(=O)c3ccc(F)cc3)cccc2C1=O	·	0.5%	-1%	-5%	3%
Cc1ccccc1NC(=O)Cn1cnc2c1c(=O)n(C)c(=O)n2C	-16%	1.9%	0%	8%	6%
O=C(Oc1cccc(/C=N/Nc2nc(N3CCOCC3)nc(N3CCOCC3)n2)c1)c1ccco1	-2%	6.0%	12%	18%	18%
O=C(O)CC1=C(O)C(=O)N(c2ccccc2)C1c1ccc(Cl)cc1 (centres undefined)	-28%	1.1%	18%	3%	9%
O=C(Cn1c(C2CC2)nc2ccccc2c1=O)Nc1ccc(Br)cc1	1%	1.4%	-11%	-10%	0%
CC(C)CCn1c(=O)c2ccccc2c2ccccc2c1=O	7%	0.2%	60%	0%	-2%
CC1CC1C(=O)OCc1cc(=O)n2cc(Br)ccc2n1 (centres undefined)	3%	0.5%	8%	?	10%
O=C(Nc1cccc(NC(=O)c2ccc(Br)cc2)c1)c1ccccc1	-12%	i	-12%	10%	-1%
COC(=O)Cc1c[nH]c2ccc(OCC(O)CNC(C)C)cc12 (centres undefined)	-6%	i	-5%	8%	8%
O=C(NCC1CCCN(C(=O)CN2CCCCC2)C1)c1ccccc1Cl (centres undefined)	4%	0.5%	-6%	3%	12%
Cc1ccc(C(=O)Nc2nnc(S(=O)(=O)N3CCC(C)CC3)s2)cc1	4%	1.5%	1%	6%	6%
CCCCN(C(=O)CCC(=O)Nc1cc(C)on1)C(C(=O)NC(C)(C)C)c1ccccc1Cl (centres undefined)	3%	2.0%	1%	-7%	3%
O=C1CCCN1CCCNC(=S)Nc1ccc(Br)cc1Cl	3%	0.1%	74%	-1%	-5%
COc1ccccc1OCCNC(=O)CC(NC(C)=O)c1ccccc1 (centres undefined)	-11%	4.5%	-9%	-5%	-7%
Cc1ccc(C)c(S(=O)(=O)N2CCN(CC(=O)N3CCc4ccccc4C3)CC2)c1	13%	1.8%	22%	-4%	-10%
COc1cccc(/C=C(/CC(=O)Nc2ccc(N3CCOCC3)cc2)c2nc3ccccc3s2)c1	-5%	0.8%	-9%	-8%	14%	VEEV TC-83 Vero 10K pilot screen=0.1
CCOc1ccc(N2CSC(=S)N(c3ccc(OCC)cc3)C2)cc1	-1%	i	?	?	-10%
Cc1ccccc1-c1nnc(SCc2ccccc2)o1	3%	i	71%	4%	-9%
CCOc1ccc(NC(=O)C2=C(C)C(=O)OC23CCC(C)CC3)cc1 (centres undefined)	6%	13%	45%	-1%	4%
c1ccc2c(c1)ncn2Cc1nnc2sc(-c3ccc4c(c3)OCO4)nn12	3%	0.4%	9%	-3%	4%
CCCc1ccc(S(=O)(=O)N2CCN(C(C)C(=O)NC3CCCC3)CC2)cc1 (centres undefined)	·	2.7%	·	·	-16%
O=S(=O)(NCc1csc(-c2cccs2)n1)c1cccc(C(F)(F)F)c1	6%	0.1%	14%	-11%	1%
O=C(c1cccc(C(F)(F)F)c1)C1CCCN(C(=O)CN2CCCC2=O)C1 (centres undefined)	5%	0.1%	4%	3%	-6%
Cc1ccc(-c2nn(-c3ccccc3)cc2NC(=O)c2ccccc2)cc1	-5%	2.7%	-27%	-6%	2%
COc1ccc(OC(=O)c2cccc(S(=O)(=O)N3CCCC3)c2)cc1	-1%	2.6%	?	?	2%
Cc1ccc(S(=O)(=O)N2CCN(C(=O)NCc3ccc(C(=O)O)cc3)CC2)cc1	10%	i	12%	6%	4%
C(=C\c1ccco1)/C=N/n1cnnc1	-3%	1.2%	1%	-2%	-13%
CCOc1ccc(NC(=O)N(CCC(C)C)C2CCN(C(C)=O)CC2)cc1	4%	5.4%	27%	?	20%	VEEV TC-83 Vero 10K pilot screen=1.0
C/C(=N\NC(=O)c1cccc(S(=O)(=O)N2CCOCC2)c1)c1ccc(O)cc1	·	0.1%	5%	-5%	-6%
COC(=O)c1ccc(C(=O)OC)c(NC(=O)CCC(=O)O)c1	-6%	1.5%	-4%	0%	4%

Of the compounds above, 3 have fluorine.
SMILES	Salmonella PhoP GFP	VEEV TC-83 Vero	tuberculosis growth	H37Rv inhibition	H1N1 NS1A inhibition	others
C[C@H](CO)N1C[C@H](C)[C@@H](CN(C)S(=O)(=O)c2cn(C)cn2)Oc2c(NS(=O)(=O)c3ccc(F)cc3)cccc2C1=O	·	0.5%	-1%	-5%	3%
O=S(=O)(NCc1csc(-c2cccs2)n1)c1cccc(C(F)(F)F)c1	6%	0.1%	14%	-11%	1%
O=C(c1cccc(C(F)(F)F)c1)C1CCCN(C(=O)CN2CCCC2=O)C1 (centres undefined)	5%	0.1%	4%	3%	-6%

Carrying on.
SMILES	Salmonella PhoP GFP	VEEV TC-83 Vero	tuberculosis growth	H37Rv inhibition	H1N1 NS1A inhibition	others
Fc1ccc(-c2cc(C(F)(F)F)nc(-n3cccn3)n2)cc1	-9%	i	-2%	-6%	-10%
COc1ccc(C(=O)CSc2nc(SC)ns2)cc1OC	7%	0.7%	2%	-1%	-8%
Oc1c(Br)cc(Br)cc1/C=N/NC(=S)N[C@H]1CC2C=CC1C2 (some centres undefined)	-5%	12%	?	?	-1%
CC(=O)Oc1ccc(C(=O)NCc2ccco2)cc1	-1%	i	-1%	3%	-10%
Cc1nnc(SCC(=O)N2CC(=O)Nc3ccccc32)n1C	-30%	3.4%	-3%	-1%	-5%
O=C(OCc1cccc(F)c1)c1ccc2c(c1)-c1ccccc1C2=O	6%	i	60%	17%	1%
CCc1ccc(C(C)NC(=O)c2cc(C)oc2C)cc1 (centres undefined)	-4%	1.5%	39%	-4%	7%
CCOC(=O)C(C)n1cnc2c(nnn2-c2ccc(C)cc2)c1=O (centres undefined)	4%	6.7%	4%	6%	-3%
Cc1ccc(C)c(OC(C)C(=O)Nc2nccs2)c1 (centres undefined)	-3%	1.8%	21%	2%	0%
O=C(Nc1nc(-c2ccc(Cl)cc2Cl)cs1)c1ccc(OCC2CCCO2)cc1 (centres undefined)	-3%	0.9%	62%	50%	-8%
Cc1ccc(CC(=O)Nc2cccc([N+](=O)[O-])c2)cc1	-6%	i	6%	-3%	-12%
COC(=O)N/N=C/c1cn(Cc2c(Cl)cccc2Cl)c2ccccc12	-18%	0.5%	0%	5%	-9%
CCOc1ccc(OCCC(=O)Nc2ccc(F)cc2C)cc1	-9%	i	32%	3%	-13%
CN(Cc1ccc(Cl)cc1Cl)C(=O)CNC(=O)c1ccco1	-9%	1.8%	4%	-3%	-15%
O=C(N/N=C/c1ccccn1)c1cc(C2CC2)nc2ccccc12	11%	4.2%	58%	-6%	-9%

Three records drawn at random from the list so far:
SMILES	Salmonella PhoP GFP	VEEV TC-83 Vero	tuberculosis growth	H37Rv inhibition	H1N1 NS1A inhibition	others
CCc1ccc(C(C)NC(=O)c2cc(C)oc2C)cc1 (centres undefined)	-4%	1.5%	39%	-4%	7%
Cc1ccc(C)c(OC(C)C(=O)Nc2nccs2)c1 (centres undefined)	-3%	1.8%	21%	2%	0%
COc1ccc(C(=O)CSc2nc(SC)ns2)cc1OC	7%	0.7%	2%	-1%	-8%

(next part)
SMILES	Salmonella PhoP GFP	VEEV TC-83 Vero	tuberculosis growth	H37Rv inhibition	H1N1 NS1A inhibition	others
O=C(NCC1c2ccccc2CCN1C(=O)CN1C(=O)c2ccccc2C1=O)C1CCCCC1 (centres undefined)	-10%	0.4%	-8%	0%	7%
CCOCCn1c(=O)c2c(nc3n2CCN3c2ccc(CC)cc2)n(C)c1=O	2%	1.7%	19%	0%	-11%
S=C(Nc1cccc(Cl)c1Cl)N1CCC2(CC1)OCCO2	-11%	2.6%	-3%	3%	-3%
COc1ccc(Nc2ncccc2C(=O)Nc2ccccc2)cc1	-10%	4.5%	31%	37%	30%
CC1CCCCN1C(=O)N[C@@H](Cc1ccccc1)C(=O)O (some centres undefined)	11%	i	1%	-10%	-7%
O=c1oc(CCCO)cc2ccc(C#Cc3cccnc3)cc12	·	7.3%	36%	2%	2%
COc1cccc(/C=N/Nc2nccnc2Cl)c1O	·	11%	·	·	7.6µM*
O=C(CN1C(=O)NC2(CCCCC2)C1=O)Nc1ccccc1N1CCCCC1	·	1.4%	36%	9%	5%
CCCCc1cc(=O)oc2cc(C)c(CN3CCCC3)c(O)c12	36%	0.1%	7%	1%	-4%
CCN1CCN(c2ccc(N3CCN(S(=O)(=O)c4ccc(C)c([N+](=O)[O-])c4)CC3)nn2)CC1	6%	0.1%	-2%	0%	3%
CC1Cc2ccccc2N1C(=O)c1ccc(N2CCCC2)c([N+](=O)[O-])c1 (centres undefined)	-2%	6.0%	43%	2%	16%
COc1ccc(CNC(=O)C2CCCN(S(=O)(=O)N3CCC(C)CC3)C2)c(OC)c1 (centres undefined)	-14%	1.2%	11%	-4%	3%
O=C(NCCN1CCN(c2ccccc2)CC1)Nc1cccc(Br)c1	18%	i	?	0%	-8%
Cc1ccc2nc(NC(=O)CSc3nnc(C)c(=O)n3N)sc2c1	0%	1.1%	-1%	-4%	15%
COc1ccc(NC(=O)C2=CC(c3ccc(C)cc3)=NS(=O)(=O)N2C)cc1	-7%	0.7%	-39%	-3%	7%
O=C(CSc1ccsc1[N+](=O)[O-])N1CCCCCC1	13%	1.6%	71%	68%	-6%
COc1cccc(C2(O)CCN(C(=O)Cc3cccnc3)CC2)c1	4%	0.7%	-9%	-12%	-5%
O=C1CC(c2cccc(F)c2)SC(N(c2ccccc2)c2ccccc2)=N1 (centres undefined)	0%	i	-9%	-7%	7%
N#CC1=C(N)Oc2c(c(=O)oc3ccccc23)C1c1cccnc1 (centres undefined)	-18%	1.9%	4%	2%	6%
CC(C)CNS(=O)(=O)c1cc2c3c(c1)CC(=O)N3CCC2	2%	0.5%	-3%	-6%	-2%
O=C(CN1CCN(C(=O)c2ccco2)CC1)Nc1ccc2c(c1)OCCO2	3%	i	-2%	1%	25%
CC(Nc1ccccc1)c1ccncc1 (centres undefined)	3%	0.4%	-12%	-1%	-12%
Cc1cccc(OCCCCc2c(C)n[nH]c2C)c1C	-9%	i	?	?	-12%
CSc1ncc(F)c(N(CCO)CCO)n1	-4%	0.5%	-16%	-1%	-1%
Cc1cccc(NCc2ccc(Br)cc2)n1	2%	3.6%	37%	12%	17%
Cc1cc(=O)oc(C)c1C(=O)Nc1cccc2nonc12	2%	i	-3%	-10%	0%
CCOC(=O)c1cnc(SCC(=O)Nc2ccc(NC(=O)CC)c(OC)c2)nc1N	3%	2.5%	8%	1%	5%
CC(=O)c1cccc(N2C(=O)C3C4CCC(C4=C(C)C)C3C2=O)c1 (centres undefined)	0%	0.5%	-17%	-6%	13%
CC1CC(=O)Nc2ccccc2N1C(=O)CSc1ncnc2sccc12 (centres undefined)	·	2.6%	-4%	-1%	-7%
COc1c(C)cc(Br)cc1C(=O)NCc1cccnc1	-7%	0.3%	14%	-4%	7%

In the list so far, two have an NH in an aromatic ring.
SMILES	Salmonella PhoP GFP	VEEV TC-83 Vero	tuberculosis growth	H37Rv inhibition	H1N1 NS1A inhibition	others
COC(=O)Cc1c[nH]c2ccc(OCC(O)CNC(C)C)cc12 (centres undefined)	-6%	i	-5%	8%	8%
Cc1cccc(OCCCCc2c(C)n[nH]c2C)c1C	-9%	i	?	?	-12%

Going on with the list:
SMILES	Salmonella PhoP GFP	VEEV TC-83 Vero	tuberculosis growth	H37Rv inhibition	H1N1 NS1A inhibition	others
CCN1CCN(S(=O)(=O)c2ccc(Cl)c(C(=O)NC3CCC(C)CC3)c2)CC1 (centres undefined)	·	i	24%	-4%	-8%
CC1(C)CCCC2=C1CC1C(=O)N(N)C(=O)C1C2 (centres undefined)	6%	2.0%	3%	0%	-18%
CCN(Cc1ccccc1)S(=O)(=O)c1cc(C(=O)NCCCN(C)C)ccc1OC	-17%	0.1%	15%	0%	2%
O=C(CCOc1ccccc1)Nc1ccccc1	-3%	1.7%	16%	-6%	2%
O=S(=O)(Nc1cc(S(=O)(=O)N2CCCC2)ccc1O)c1ccc(Cl)s1	·	3.6%	·	·	-4%
CC1CCC(NC(=O)C2(C)CCC(=O)N2Cc2cccnc2)CC1 (centres undefined)	-7%	i	·	-4%	-6%
C=CCn1c(SCC(=O)Nc2cc(C)cc(C)c2)nnc1-c1cnccn1	1%	0.1%	-3%	0%	-3%
CC1CCCN(C(=O)CSc2nnc(-c3ccco3)n2C)C1 (centres undefined)	6%	3.6%	-7%	1%	-2%
CC(=O)N(CCC(Cc1ccccc1)c1ccco1)Cc1ccco1 (centres undefined)	0%	5.2%	17%	8%	-25%
CCC(C(=O)OCC(=O)N1CCN(S(=O)(=O)c2ccc(C)cc2C)CC1)c1ccccc1 (centres undefined)	·	7.7%	26%	-2%	-3%
